Bcl-B Bim block: inhibitors of Bim-Bcl-B interaction, human; Q9HD36; 0.073% of 190,000 active; inhibition, % at 10 µM; bead-based flow cytometry, Bim peptide-Bcl-B binding;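 note: 0% = tracer peptide without compound and 100% = reference inhibitor peptide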
Mcl1-Bid inh: disrupts binding of human Mcl-1 to Bid peptide; Q07820; TR-FRET Mcl-1/Bid-Dy647 peptide binding, 1536-well; inhibition, % at 21.7 µM; 0.97% of 220,000 active; AID 1021;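 active = compounds that cut the binding signal by more than half at the single screening dose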;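 note: His-tagged Mcl-1 with europium anti-His antibody binding Bid BH3 peptide; 0% = Mcl-1 plus peptide wells and 100% = peptide-only wells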
Target sequence (Q07820 whole entry, looked up): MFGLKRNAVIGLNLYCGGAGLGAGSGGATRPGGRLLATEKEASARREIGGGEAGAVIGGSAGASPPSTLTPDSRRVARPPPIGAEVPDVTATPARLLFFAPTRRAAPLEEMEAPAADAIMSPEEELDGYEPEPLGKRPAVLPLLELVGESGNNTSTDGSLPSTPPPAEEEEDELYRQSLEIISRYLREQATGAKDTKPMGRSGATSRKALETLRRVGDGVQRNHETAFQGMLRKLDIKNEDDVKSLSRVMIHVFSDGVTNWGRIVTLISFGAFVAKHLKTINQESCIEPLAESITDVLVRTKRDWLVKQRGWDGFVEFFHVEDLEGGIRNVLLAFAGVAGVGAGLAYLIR
Bim-Bfl-1: disrupts Bim binding to human Bfl-1. 0.12% of 190,000 active. Q16548. Bead-based flow cytometry, Bim-Bfl-1 binding inhibition. inhibition, % at 10 µM;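 note: 0% = wells without compound plus tracer and 100% = blocker peptide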
Bim-Bcl-2: inhibitors of Bim-Bcl-2 interaction, human; P10415; AID 950; 0.06% of 190,000 active; inhibition, % at 10 µM; Bead-based flow cytometry, Bim peptide-Bcl-2 binding; in the data active = inhibition above about 40%; inconclusive = no clear call, values can overlap the other calls;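 note: 0% = no compound wells with probe peptide and 100% = reference peptide inhibitor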
Target sequence (P10415 whole entry, looked up): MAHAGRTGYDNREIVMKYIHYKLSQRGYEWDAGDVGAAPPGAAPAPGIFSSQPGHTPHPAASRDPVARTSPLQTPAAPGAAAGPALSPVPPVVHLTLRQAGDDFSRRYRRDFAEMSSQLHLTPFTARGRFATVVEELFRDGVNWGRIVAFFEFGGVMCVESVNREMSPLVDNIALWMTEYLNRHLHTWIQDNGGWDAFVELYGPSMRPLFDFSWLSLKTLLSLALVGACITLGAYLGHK
Bcl-XL Bim block: disrupts Bim peptide binding to human Bcl-XL | Q07817 | bead flow cytometry, fluorescence | inhibition, % at 10 µM | 0.04% of 190,000 active
RGS7-Gao reg: human RGS7-Galphao interaction regulation; 0.35% of 220,000 active; P09471; AID 1439; binding response (% of control), % at 10 µM; Multiplexed bead flow cytometry, RGS7-Galphao binding; actives lie on both sides; in the data active = binding response below about 49% or above about 150%; inconclusive = no clear call, values can overlap the other calls; inactive = in between;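 note: fluorescent Galphao held in activated GDP-AlF4 state binding bead-coupled RGS7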
Target sequence (P09471 whole entry, looked up): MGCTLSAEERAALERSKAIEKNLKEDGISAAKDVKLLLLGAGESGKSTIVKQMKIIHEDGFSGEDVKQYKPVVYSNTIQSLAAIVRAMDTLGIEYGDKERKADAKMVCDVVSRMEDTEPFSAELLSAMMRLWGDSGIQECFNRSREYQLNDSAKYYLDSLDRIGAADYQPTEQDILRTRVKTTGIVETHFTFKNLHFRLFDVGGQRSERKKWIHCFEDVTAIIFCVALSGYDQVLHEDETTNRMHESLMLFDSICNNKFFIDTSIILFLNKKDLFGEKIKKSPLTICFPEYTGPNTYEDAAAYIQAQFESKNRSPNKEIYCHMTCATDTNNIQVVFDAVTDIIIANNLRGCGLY
RGS4-Gao reg: modulates binding of RGS4 to human Galphao; P09471; Multiplexed bead flow cytometry; actives lie on both sides; binding response (% of control), % at 10 µM; 0.33% of 220,000 active; AID 1415; in the data active = binding response below about 49% or above about 150%; inactive = in between;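 note: fluorescent Galphao activated with aluminum fluoride binding bead-coupled RGS4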
RGS8-Gao: human RGS8-Galphao interaction regulation. response (percent of control binding), % at 10 µM. AID 1423. P09471. multiplexed bead flow cytometry, RGS8-Galphao binding; actives lie on both sides. 0.34% of 220,000 active; in the data active = response below about 60% or above about 140%; inactive = in between;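 note: Galphao activated as the GDP aluminium fluoride complex binding bead-coupled RGS8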
Bim-Bcl-W: human Bim-Bcl-W interaction inhibition | Q92843 | bead-based flow cytometry, Bim peptide-Bcl-W binding | inhibition, % at 10 µM | 0.02% of 190,000 active;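 note: 0% = bound tracer without compound and 100% = peptide blocker; higher means less fluorescent Bim peptide bound to Bcl-W beads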
Mcl-1 Bim block: human Bim-Mcl-1 interaction inhibition; Q07820; Bead-based flow cytometry, Bim peptide-Mcl-1 binding; inhibition, % at 10 µM; 0.1% of 190,000 active; AID 1009;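 note: 0% = no compound tracer wells and 100% = peptide blocker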
GSH bead fluor: GSH bead compound fluorescence profile; 0.25% of 190,000 active; AID 1776; GSH beads flow cytometry, compound fluorescence 488/530 nm; active compounds read high; fluorescence (KMESF) at 10 µM; in the data active = fluorescence above about 89;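 note: glutathione beads carrying GST-tagged Bcl family fusion proteins plus one bare bead set; values are compound well signal with DMSO vehicle wells as background; inactives centre near 16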
Active calls of the source: *; ? = inconclusive; nt = not tested or not shown. Cut-off read from the data, not from the text of the source, unless noted: active = inhibition above about 40%.

Values run as follows: Bcl-B Bim block | Mcl1-Bid inh | Bim-Bfl-1 | Bim-Bcl-2 | Bcl-XL Bim block | RGS7-Gao reg | RGS4-Gao reg | RGS8-Gao | Bim-Bcl-W | Mcl-1 Bim block | GSH bead fluor
> Cn1cnnc1Sc1cc(N2CCN(S(=O)(=O)c3ccccc3)CC2)ccc1[N+](=O)[O-]
  -5 | -8 | -2 | -1 | -5 | 95 | 86 | 89 | -2 | -3 | 23
> O=C(N/N=C/c1ccccn1)c1cc(-c2ccc(Cl)cc2)nc2ccccc12
  -6 | -41 | -2 | 6 | -3 | 90 | 90 | 96 | 0 | -3 | 22
> COc1ccc(N(CC(=O)N2CCN(C)CC2)S(C)(=O)=O)cc1OC
  0 | -23 | -2 | -3 | -4 | 118 | 113 | 134 | -2 | -1 | 16
> CCc1nc2ccccc2n1CC(=O)N1CCN(S(=O)(=O)c2cccc(C(F)(F)F)c2)CC1
  -1 | -4 | -2 | -3 | -3 | 89 | 92 | 94 | -6 | -1 | 13
> CNC(=O)c1cc2cc(Br)ccc2s1
  1 | 3 | -3 | 1 | 1 | ? | 104 | 104 | 2 | 0 | 13
> COCCNC(=O)c1noc2c1CCc1cc(OC)ccc1-2
  -7 | 1 | -18 | -11 | -5 | 102 | 101 | 99 | -2 | -4 | 27
> COCCn1c(SCC(=O)Nc2ccc(Cl)c(S(=O)(=O)N(C)C)c2)nc2ccccc21
  -5 | -16 | -5 | -2 | -5 | 105 | 105 | 101 | 0 | 2 | 5
> CCn1c(COc2cccc(C)c2C)nnc1SCC(=O)Nc1cc(C)on1
  0 | -9 | -5 | 0 | -1 | 101 | 106 | 104 | -2 | 0 | 10
> CCOc1ccc(Cn2c(SCCCCC#N)nc3c2c(=O)n(C)c(=O)n3C)cc1OCC
  -8 | 2 | -8 | -4 | -7 | 100 | 93 | 99 | 0 | -4 | 25
> Cc1ccc(S(=O)(=O)N[C@H](C(=O)N2CCC(C(=O)NCC(=O)O)CC2)C(C)C)cc1
  -2 | 7 | 0 | -1 | 0 | 97 | 92 | 96 | -1 | 0 | 21
> CCOC(=O)NC(=O)C(=CNNc1ncc(C(F)(F)F)cc1Cl)C(=O)NC(=O)OCC
  -5 | -15 | -4 | -3 | 0 | ? | 94 | 98 | 2 | 1 | 13
> CCCN1CCC(=NNC(=O)c2ccc(Br)o2)CC1
  0 | -65 | -6 | 2 | -2 | 101 | 103 | 103 | 2 | -1 | 21
> C/C(=N\NC(=S)NC1CCCCC1)c1ccc(C)o1
  -8 | -8 | -2 | -2 | 0 | ? | 100 | 101 | 2 | -1 | 10
> COCCN=c1scc(-c2ccco2)n1/N=C/c1ccc(O)c(O)c1O
  -10 | 3 | 41* | 18 | 8 | ? | 93 | 80 | 24 | 7 | 9
> CC(C)NC(=O)c1cnc(N2CCN(c3ccccn3)CC2)c2ccccc12
  0 | -28 | -1 | 0 | -2 | 102 | 100 | 102 | 0 | -2 | 10
> Cn1c(SCC(=O)NCc2ccco2)nnc1-c1c[nH]c2ccccc12
  -9 | -31 | -7 | -8 | -8 | 102 | 100 | 102 | -6 | -3 | 16
> CN1CCN(C(=O)c2cc3nc(-c4ccccc4)cc(C(F)(F)F)n3n2)CC1
  -3 | -35 | -5 | -6 | -2 | 97 | 103 | 116 | -1 | 5 | 26
> CCCc1nc2ccccc2c2nc(N)nn12
  -10 | 10 | -10 | -7 | -3 | 100 | 100 | 102 | 0 | 0 | 24
> O=C1C2CC=CCC2C(=O)N1c1n[nH]c(CCc2ccccc2)n1 (stereo not drawn)
  0 | -14 | -1 | -1 | 0 | 103 | 108 | 102 | -2 | 0 | 18
> NC(=O)C1CCCN(CCc2ccccc2)C1 (stereo not drawn)
  0 | -28 | -1 | 0 | 0 | 95 | 100 | 102 | -3 | 0 | 25
> CC(OC(=O)c1cc2sccc2n1C)C(=O)NCc1ccc2c(c1)OCO2 (stereo not drawn)
  -13 | 3 | -8 | -7 | -6 | 98 | 102 | 104 | -3 | -1 | 45
> COc1cccc(NC(=O)c2ccc(CN3CCOCC3)cc2)c1
  -1 | 18 | 0 | 0 | 0 | 100 | 98 | 101 | -2 | 0 | 22
> O=C1c2ccccc2C(=O)C1c1ccnc2ccccc12
  -7 | 14 | 2 | nt | 0 | 96 | 102 | 101 | -3 | 2 | 7
> N=C1/C(=C/c2cccn2Cc2ccc(Cl)cc2)C(=O)N=C2SC=CN12
  -8 | 54* | -17 | -6 | -6 | 99 | 98 | 101 | -5 | -1 | 9
> O=C(CSc1ncccn1)NC1CCCc2ccccc21 (stereo not drawn)
  -4 | -10 | -7 | -8 | -2 | 112 | 111 | 114 | 0 | 0 | 15
> Cc1cccc(N2CCN(CC(=O)NCC3CCCCC3)CC2)c1C
  -9 | 33 | -11 | -7 | -8 | 99 | 99 | 103 | -1 | -3 | 18
> Cc1nc(C(F)(F)F)c(C(=O)N/N=C(\N)c2ccccn2)s1
  -3 | -33 | -9 | -4 | 0 | 99 | 101 | 101 | 0 | 0 | 10
> O=C(CSc1nn(-c2ccc(Cl)cc2)c(=S)s1)NCC1CCCO1 (stereo not drawn)
  -3 | -19 | -3 | 0 | 0 | ? | 103 | 99 | 0 | -3 | 14
> COCCn1c(=O)[nH]c2cc(C(=O)NCCN3CCN(c4ccccc4F)CC3)ccc2c1=O
  -7 | -16 | -6 | -3 | -5 | 97 | 101 | 101 | 3 | -2 | 12
> CCOc1ccc(CNC(=O)CCS(=O)(=O)Cc2ccc(C)cc2)cc1OC
  -2 | -11 | -5 | -1 | -4 | 101 | 104 | 101 | 0 | 0 | 20

Copied from the list.
For RGS7-Gao reg, COc1cccc(NC(=O)c2ccc(CN3CCOCC3)cc2)c1 has the entry 100
For Bcl-B Bim block, O=C(CSc1ncccn1)NC1CCCc2ccccc21 (stereo not drawn) has the entry -4

Continued:
Values run as follows: Bcl-B Bim block | Mcl1-Bid inh | Bim-Bfl-1 | Bim-Bcl-2 | Bcl-XL Bim block | RGS7-Gao reg | RGS4-Gao reg | RGS8-Gao | Bim-Bcl-W | Mcl-1 Bim block | GSH bead fluor
> Cc1c2cnn(CC(=O)N3CCN(c4ncccn4)CC3)c(=O)c2c(C)n1Cc1ccc(F)cc1
  -7 | -31 | -3 | -6 | -4 | 103 | 104 | 104 | -5 | -2 | 10
> Cc1nc2ccccc2n1-c1ccccc1
  -1 | -12 | -1 | 4 | -1 | 88 | 89 | 96 | 1 | 0 | 6
> COc1ccc(/C=N/NC(=O)c2cc(-c3cccnc3)nc3ccccc23)c(OC)c1
  -5 | 7 | -3 | 0 | -4 | 101 | 103 | 105 | 0 | 0 | 12
> Cc1ccc(Cl)cc1NC(=S)N(CCCN1CCOCC1)Cc1ccccn1
  -1 | -40 | -2 | -1 | -1 | 113 | 101 | 104 | -2 | -4 | 12
> CC1=C(C(=O)OC(C)C)C(c2cccs2)N2C(=O)CCSC2=N1 (stereo not drawn)
  -10 | -4 | -20 | -9 | -9 | 102 | 95 | 100 | -4 | -3 | 34
> Cc1[nH]nc2c1C(c1ccc(Cl)cc1)C(C#N)=C(N)O2 (stereo not drawn)
  -5 | 4 | -9 | -8 | 7 | 101 | 98 | 103 | -1 | 0 | 32
> COc1ccc(-c2nnn(CC(=O)Nc3sc4c(c3C#N)CCCC4)n2)cc1
  -10 | 34 | -8 | -10 | 0 | 104 | 103 | 103 | 1 | 0 | 15
> CNC(=O)c1[nH]cnc1C(=O)N[C@@H](Cc1ccccc1)C(=O)OCc1ccccc1
  -4 | -11 | -5 | -1 | -4 | 101 | 105 | 102 | -1 | -2 | 18
> CCCN(Cc1ccccc1)C(=S)Nc1ccc(OC(F)F)cc1
  -14 | -40 | -5 | -5 | -13 | 102 | 102 | 99 | -8 | -8 | 12
> CC(C)n1cc(-c2ccc(Cl)cc2)cc(C#N)c1=O
  -1 | 34 | -3 | 0 | -1 | 101 | 102 | 105 | 0 | -1 | 10
> COc1ccccc1N1CCN(c2cnccn2)CC1
  -2 | -34 | -3 | -1 | 0 | ? | 99 | 98 | 0 | 1 | 14
> O=C(Cn1c(CC(=O)N2CCCC2)nc2ccccc21)NCc1ccccc1
  -4 | -20 | 0 | 3 | 0 | 88 | 77 | 93 | -2 | -2 | 13
> CC1(C)C(C=C(Cl)Cl)C1C(=O)Nc1ccc([N+](=O)[O-])cc1 (stereo not drawn)
  -4 | 9 | 0 | -4 | -2 | 108 | 105 | 102 | -4 | -4 | 6
> CC1=NN(Cc2ccccc2)C(=O)C1C(c1ccc(Cl)cc1)C(C#N)C#N (stereo not drawn)
  -3 | -20 | -8 | 0 | -5 | 96 | 98 | 94 | -2 | -3 | 13
> Cn1c(C(=O)O)c(CC(=O)NCC2COc3ccccc3O2)c2ccccc21 (stereo not drawn)
  1 | -56 | 0 | -1 | -2 | 84 | 81 | 97 | -2 | -3 | 6
> CC(O)Cc1nsc(NC(=O)c2ccc(Br)o2)n1 (stereo not drawn)
  -7 | -18 | -9 | -5 | -2 | 102 | 99 | 100 | 2 | 0 | 32
> COCCNS(=O)(=O)c1cc(-c2nn(C)c(=O)c3ccccc23)ccc1C
  -3 | -37 | -7 | -3 | -1 | 97 | 99 | 97 | -3 | -2 | 9
> Cc1ccccc1-n1c(SCC(=O)N2CCC(C(=O)O)CC2)nnc1-c1ccncc1
  -1 | 1 | -3 | 0 | -5 | 95 | 102 | 100 | 0 | 1 | 12
> COc1ccc(NC(=O)CSc2nnc(-c3ccccn3)n2N)c(OC)c1
  -3 | -4 | -3 | -5 | 2 | 101 | 102 | 98 | 1 | 0 | 31
> CNS(=O)(=O)c1ccc(OC)c(-c2nnc3c4ccccc4c(C)nn23)c1
  7 | -15 | 6 | 2 | 1 | 102 | 100 | 113 | 1 | -2 | 57
> Cc1ccc(-c2nnn(CC(=O)NCC3CC3)n2)o1
  -8 | -11 | -17 | -5 | -4 | 99 | 99 | 98 | 0 | -2 | 35
> COc1ccc(NC(=O)COC(=O)CC23CC4CC(CC(C4)C2)C3)c([N+](=O)[O-])c1
  -11 | -6 | -8 | -9 | -7 | 93 | 95 | 99 | -8 | -7 | 10
> CCc1ccccc1NC(=O)c1cc2sccc2n1C
  -5 | -31 | -9 | -6 | -5 | 96 | 97 | 97 | -2 | 1 | 12
> COc1ccccc1CNC(=O)N/C=C/c1ccc(Cl)cc1
  -2 | -16 | -8 | -3 | -1 | 98 | 99 | 101 | 0 | 1 | 10
> CC(=O)Nc1ncnc2c1c(-c1ccc(Cl)cc1)nn2C(C)(C)C
  4 | -4 | 4 | 4 | 0 | ? | 99 | 101 | 1 | 1 | 18
> Cn1c(CCNC(=O)c2ccc(Cl)c(Cl)c2)nnc1SCc1ccc(Cl)c(Cl)c1
  -11 | 6 | -14 | -13 | -5 | 101 | 98 | 100 | -2 | -3 | 27
> COc1ccc(NC(=O)COc2ncnc3ccccc23)cc1S(=O)(=O)N1CCOCC1
  11 | -18 | -4 | 0 | 2 | 99 | 103 | 98 | 3 | 41* | 22
> Cc1ccc(NS(=O)(=O)c2cccc([N+](=O)[O-])c2)nc1
  5 | 4 | 2 | 1 | 0 | ? | 100 | 101 | 1 | 0 | 15

Source: PubChem BioAssay (several laboratories)
